Screens as filed in PubChem.
GalR3 antag: human GalR3 antagonism; inhibition, % at 3 µM; O60755; hit rate 0.44% among 360,000; HEK293 GalR3-CNG cAMP membrane potential fluorescence; galR3 body fused to GalR1 C-terminus;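 active = inhibition above the screen-wide average plus 3 SD, cut at about 13% in these data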;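 also: forskolin and galanin both at EC90 stimulate the cells; cAMP rise reported by CNG channel membrane potential dye signal; 0% = forskolin plus galanin with DMSO and 100% = forskolin alone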
Target sequence (O60755 1-299 limits assumed): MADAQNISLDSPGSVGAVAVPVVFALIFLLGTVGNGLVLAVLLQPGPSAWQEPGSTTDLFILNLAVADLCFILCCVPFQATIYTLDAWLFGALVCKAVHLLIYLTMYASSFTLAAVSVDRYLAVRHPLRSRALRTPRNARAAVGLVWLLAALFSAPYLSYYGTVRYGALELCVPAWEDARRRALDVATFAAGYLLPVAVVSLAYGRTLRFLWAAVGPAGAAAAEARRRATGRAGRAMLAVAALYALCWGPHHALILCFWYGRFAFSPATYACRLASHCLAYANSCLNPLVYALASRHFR
SUMO HTRF inh: SUMOylation inhibition; P63279; HTRF SUMOylation assay, SAE1/SAE2 + UBC9, in vitro; inhibition, % at 35 µM; hit rate 0.36% among 290,000; AID 2006; in the data active = inhibition above about 50%, passing the limit was not always enough; also: strong numbers were not always called active
Target sequence (P63279 whole entry, looked up): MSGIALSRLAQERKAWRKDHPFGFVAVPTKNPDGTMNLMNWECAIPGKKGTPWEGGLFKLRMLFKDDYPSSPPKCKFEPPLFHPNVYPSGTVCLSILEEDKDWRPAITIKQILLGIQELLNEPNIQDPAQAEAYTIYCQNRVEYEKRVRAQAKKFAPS
pCIP destab: compounds decreasing mouse p/CIP protein stability | Q05BA5 | F442A p/CIP-EGFP cells, EGFP fluorescence, 16 h | decrease of EGFP signal, % at 10 µM | hit rate 0.01% among 290,000;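 active = EGFP signal decrease of at least 30% at 10 µM or well 3 SD below plate mean, unless failing retest; inactive = the rest, including hits failing retest or dose response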; also: some compounds called inactive have numbers as strong as hits; many of its hits are not listed in these tables
IDE cell activ: IDE (human) activation, cell-based | P14735 | HEK cells, FAbeta-B cleavage, fluorescence polarization; 0% vehicle, 100% cell-free pure enzyme wells | activation, % at 5.96 µM | hit rate 0.073% among 340,000 | AID 493087;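 active = activation above the mean of all tested compounds plus 3 SD, set per screening campaign, cut at about 17% in these data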
NS3 helicase inh: inhibitors of Hepatitis C virus NS3 helicase. NS3 helicase DNA unwinding, Cy5 molecular beacon fluorescence. inhibition, % at 10.9 µM. hit rate 0.56% among 290,000;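 active = inhibition above the mean of all tested compounds plus 3 SD, set per campaign, cut at about 35% in these data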;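 also: 0% = DMSO wells and 100% = thioflavine S control wells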
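test system = hepatitis C virus NS3 helicase domain fragment enzyme | reagent = annealed dual-labelled DNA beacon duplex, ATP-started | times = 1 h at 25 °C | detection = Cy5 fluorescence, 0 and 60 min reads | read-out basis = percent inhibition from t60/t0 fluorescence ratio | control set = DMSO and thioflavine S | replication = one well per compound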
IMP-1 inhibitor: blocks Pseudomonas aeruginosa IMP-1 metallo-beta-lactamase; purified IMP-1, nitrocefin hydrolysis, epi-absorbance fluorescence; inhibition, % at 5.6 µM; hit rate 0.45% among 290,000; AID 1556;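 active = inhibition above the mean plus 3 SD of all compounds in the same screening run, cut at about 4.5% in these data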;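 also: 0% = IMP-1 with DMSO and 100% = DMSO wells lacking enzyme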
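Material – recombinant IMP-1 enzyme, purified · Amount – IMP-1 0.2 nM before substrate addition · Medium – HEPES buffer pH 7.1 with ZnSO4 and Brij 35 · Timing – 25 °C, 15 min preincubation, 25 min reaction · Measured by – plate fluorescence quenching by hydrolysis product, ex 480/em 530 nm · Read-out – percent enzyme inhibition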
IDE cell inh: inhibitors of human insulin-degrading enzyme in cells; P14735; HEK cells, FAbetaB cleavage, fluorescence polarization; inhibition, % at 5.59 µM; hit rate 0.41% among 320,000; AID 434962;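 active = percent inhibition above the average of all tested compounds plus 3 SD, set per screening campaign, cut at about 16% in these data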;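 also: IDE supplied by intact live HEK cells; FP after avidin binding of uncleaved biotin substrate so inhibition keeps polarization high; 0% = DMSO wells and 100% = 60 µM reference IDE inhibitor Ii1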
CRFBP-R2 block: blocks CRF-induced signaling of the CRF-BP/CRF-R2 complex; AID 588475; HEK293 CRF-R2/CRF-BP, CRF-induced calcium fluorescence; hit rate 0.59% among 350,000; inhibition, % at 11.8 µM;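 active = inhibition of the ligand-induced calcium signal above about 50% at the single tested concentration, limit read from the data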
VIM-2 inhibitor: blocks Pseudomonas aeruginosa VIM-2 metallo-beta-lactamase; purified VIM-2, nitrocefin hydrolysis, epi-absorbance fluorescence; inhibition, % at 5.6 µM; hit rate 0.89% among 290,000; AID 1527;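 active = inhibition above the mean of all tested compounds plus 3 SD, cutoff set per screening run, cut at about 7.5% in these data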;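 also: red hydrolysis product quenches plate fluorescence so inhibitors raise well fluorescence; 0% = enzyme with DMSO and 100% = DMSO without enzyme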
The depositor's hits bear a star; x = no result given.

SMILES	GalR3 antag	SUMO HTRF inh	pCIP destab	IDE cell activ	NS3 helicase inh	IMP-1 inhibitor	IDE cell inh	CRFBP-R2 block	VIM-2 inhibitor
Cc1nc(Cl)sc1C(=O)Nc1ccc2ccccc2c1	0	7	-10	-5	6	-3.5	-3	-43	-3.1
O=c1[nH]c(O)c(C=Nc2ccc(F)c(Cl)c2)c(=O)[nH]1	-12	5	-3	2	-5	-0.1	-6	-19	-0.4
COC(=O)C1=C(c2ccc(C(C)=O)cc2)C[C@@H]2CC[C@H]1N2C(=O)N1CCCC1	5	x	x	2	x	x	-5	4	x
Cc1cc(C)[n+](C2C3CC4CC(C3)CC2C4)o1 (configuration not stated)	2	0	-9	-2	7	-3.4	2	3	-2.0
CN1CCC2(O)OCCCC2C1 (configuration not stated)	-4	4	-6	2	16	-3.5	9	-12	-3.6
CCOc1cc(C(=O)N2CCC3(CC2)OCCO3)cc(OCC)c1OCC	x	1	-1	2	10	-3.6	-1	7	-2.6
C=CCN1C(=O)NC(=O)/C(=C/c2ccoc2)C1=O	-4	-2	-1	-11	0	1.2	19*	-9	2.3
Cc1ccc(-n2c(O)c(/C=N/c3ncc(Br)cc3Br)c(=O)[nH]c2=O)cc1	5	8	-82	-8	11	-3.4	1	-19	-2.7
Cc1ccc(C2(O)CCN3CCCCC32)cc1 (configuration not stated)	-4	20	-5	5	-2	-6.0	4	-4	-1.8
C[N+]1(C)CCOC(O)(c2ccc(-c3ccc(C4(O)C[N+](C)(C)CCO4)cc3)cc2)C1 (configuration not stated)	x	11	-3	3	6	-1.0	1	-7	-0.2

The list goes on, starting with the last 3 of the part before.
SMILES	GalR3 antag	SUMO HTRF inh	pCIP destab	IDE cell activ	NS3 helicase inh	IMP-1 inhibitor	IDE cell inh	CRFBP-R2 block	VIM-2 inhibitor
Cc1ccc(-n2c(O)c(/C=N/c3ncc(Br)cc3Br)c(=O)[nH]c2=O)cc1	5	8	-82	-8	11	-3.4	1	-19	-2.7
Cc1ccc(C2(O)CCN3CCCCC32)cc1 (configuration not stated)	-4	20	-5	5	-2	-6.0	4	-4	-1.8
C[N+]1(C)CCOC(O)(c2ccc(-c3ccc(C4(O)C[N+](C)(C)CCO4)cc3)cc2)C1 (configuration not stated)	x	11	-3	3	6	-1.0	1	-7	-0.2
COC(=O)C1=C(c2cc3ccccc3s2)C[C@@H]2CC[C@H]1N2C(=O)NCc1ccc(F)cc1	-9	x	x	0	x	x	3	33	x
COC(=O)c1cccc(N=Cc2c(O)n(Cc3ccc(F)cc3)c(=O)[nH]c2=O)c1	-5	12	-24	x	-7	-3.4	-2	1	-1.9
CCC(=NCCCO)c1c(O)n(-c2ccc(OC)cc2)c(=O)[nH]c1=O	1	16	-8	-5	0	-3.0	-1	-6	-1.4
O=C(c1ccc2nc(-c3ccco3)c(-c3ccco3)nc2c1)N1CCC2(CC1)OCCO2	x	37	-1	1	x	x	6	9	x
CC1(C)CN2C(c3ccc(Cl)cc3)N2C1 (configuration not stated)	-2	1	-6	8	-1	-1.7	3	39	-2.0
COc1cccc(C2CCN(CC(=O)Nc3cc(Cl)ccc3OC)CC2O)c1 (configuration not stated)	-11	-10	-9	-1	-9	-0.1	6	-20	-3.0
COc1cc2nc(CN3CC=C(c4ccccc4)CC3)[nH]c(=O)c2cc1OC	-9	x	x	-2	x	x	5	8	x
CN(C)CCCN=Cc1c(O)n(CCc2ccccc2)c(=O)[nH]c1=O	-6	4	-3	5	0	-3.8	-3	-1	-3.0
O=C(c1cc(-c2ccc(Cl)cc2)n(-c2ccc(Cl)cc2Cl)n1)N1CCOCC1	-1	-5	-3	-1	-4	-3.2	-2	7	-1.4
COc1cc2occc2c2oc(=O)ccc12	-3	23	-6	2	2	-4.0	7	9	-2.1
O=C(O)CSC(=S)N1CC2CC(C1)c1cccc(=O)n1C2 (configuration not stated)	-6	-7	-4	5	2	-2.9	4	1	-1.9
COc1ccc(C(=O)OC2C[C@H]3CC[C@@H](C2)N3O)cc1OC (some centres not stated)	-8	2	-2	0	4	-3.4	0	2	1.3
c1ccc2c(c1)CSc1ccccc1C2C1=NCCN1 (configuration not stated)	-12	15	-20	0	-1	-4.1	-1	7	-1.3
C[C@]12CCC(=O)C=C1CCC1C2CC[C@@]2(C)C1CC[C@@]2(O)CC#N (some centres not stated)	x	3	6	-6	6	-3.6	4	6	-1.6
CCOC(=O)CSc1ccc(C(=O)N2CCC3(CC2)OCCO3)cc1[N+](=O)[O-]	-10	0	4	4	-4	-2.0	2	-12	-2.9
O=C(CCc1nnc2ccc(NCc3ccccc3)nn12)N1CCC2(CC1)OCCO2	-7	x	4	-6	8	-0.9	1	-15	-1.0
COC(=O)C1=C(c2ccc(OC(F)(F)F)cc2)C[C@@H]2CC[C@H]1N2C(=O)NCc1ccc(F)cc1	-9	x	x	-8	x	x	0	7	x
COP(=O)(OC)C(Nc1ccccc1)c1ccccc1 (configuration not stated)	-8	20	-8	1	6	-3.6	6	-4	-0.9
Cc1ccc(-c2nc3ccccc3c(=O)n2-c2ccc(O)cc2)cc1	2	-14	27	-2	1	-2.4	-5	-30	-2.7
COc1cccc(NP(=O)(Oc2ccccc2Cl)Oc2ccccc2Cl)c1	-7	-17	-7	6	-19	-3.1	6	-11	-1.2
Cn1c(O)c(C(c2ccncc2)c2c(O)n(C)c(=S)n(C)c2=O)c(=O)n(C)c1=S	-1	7	-5	0	6	-3.0	7	37	-0.4
NCC(O)c1ccc(O)cc1 (configuration not stated)	x	-25	-11	5	2	-4.5	3	15	-1.6
COC(=O)C(O)(c1ccc(NC(=O)Oc2ccccc2)cc1)C(F)(F)F (configuration not stated)	-1	-5	1	-2	8	-2.6	5	13	-2.9
Cc1c(N=Nc2c(O)[nH]c(=O)[nH]c2=O)c(=O)n(-c2ccccc2)n1C	-2	14	-13	5	0	-1.2	-1	7	-2.6
CCc1nc2ccccc2c(=O)n1-c1cccc(OC)c1	1	-8	-11	5	0	-2.3	-4	-3	-2.1
Cn1cc2c([N+](=O)[O-])cc([N+](=O)[O-])cc2n1	-4	30	-19	x	-4	-0.9	x	x	-0.9
N[C@@H]1CC[C@@]2(O)[C@H]3Cc4ccc(O)c5c4[C@@]2(CCN3CC2CC2)C1O5 (some centres not stated)	1	x	x	4	x	x	5	5	x
CC(=O)NN1C(=O)c2ccccc2NC1c1cccnc1 (configuration not stated)	-2	16	-9	2	12	-2.3	-2	8	-2.8
C=C1[C@H]2CC[C@H]3[C@]4(C)C[C@H](O[C@@H]5OC(CO)[C@@H](OSOOO)[C@H](OS(=O)(=O)O)[C@H]5OC(=O)CC(C)C)C[C@@H](C(=O)O)[C@H]4CC[C@]3(C2)[C@H]1O (some centres not stated)	5	x	x	-2	x	x	0	-7	x
CC1(C)CN(S(=O)(=O)OCC(Cl)(Cl)Cl)C(=O)N1	6	6	4	6	19	-1.9	5	-4	-3.4
CCCCOP(=O)(OCCCC)/C(C#N)=C(/C)O	1	-2	0	1	0	-4.3	1	-10	-2.9
Cc1ccc(C)c(NC(=S)NCCc2cnc[nH]2)c1	-8	19	-12	6	3	-3.5	7	-12	-3.2
CC(=O)NC1CC2CCCC(C1)N2 (configuration not stated)	-6	-7	-16	0	16	-2.1	4	-12	-1.4
COC1=C[C@@H]2C3=C([C@@H]2C1=O)[C@@H](NC(C)=O)CCc1cc(OC)c(OC)c(OC)c13	-5	x	x	1	x	x	2	-12	x
COC(=O)C1=C(c2ccc(C(C)=O)cc2)C[C@@H]2CC[C@H]1N2C(=O)NC(C)C	-4	x	x	-1	x	x	6	0	x
CN1CCCN(C(=O)COc2ccc(Br)cc2)CC1	-2	-10	6	3	6	-1.4	-3	-3	-1.3
Cc1cccc(-n2c(/C=C/c3ccccn3)nc3ccccc3c2=O)c1	-8	2	6	3	-7	-0.5	4	-3	0.0
COc1cc(C(=O)NC(=S)N2C[C@H]3C[C@H](C2)c2cccc(=O)n2C3)cc(OC)c1OC	-4	-5	12	6	9	-1.0	3	-6	-3.2
CCC1(c2ccccc2)C(=O)NC(=O)NC1=O	-3	x	x	0	x	x	3	3	x
CCN(CC)C(=O)c1ccc(NC(=O)c2cc(-n3cnnc3)ccc2Cl)cc1	-2	9	-7	5	14	-0.4	3	-5	0.9
CN1CC(C(=O)c2ccc([N+](=O)[O-])cc2)C(c2ccc(Cl)cc2)C1 (configuration not stated)	-11	-16	0	-3	-21	-1.0	3	-4	-0.1
Cc1ccc(C)c(Cn2c(C(=O)O)c(C=O)c3ccccc32)c1	-4	13	-9	1	34	0.3	9	-14	0.6
C[C@H](NC(=O)CCC(=O)N1C[C@H]2C[C@H](C1)c1cccc(=O)n1C2)c1ccccc1	-3	7	-5	6	-5	-1.2	2	-1	-2.2
Cc1ccccc1[N+](=O)[O-]	0	x	x	-1	x	x	2	51*	x
O=C1NC(=O)C(CCc2ccccn2)(Cc2ccc3c(c2)OCO3)C(=O)N1CCc1ccccc1 (configuration not stated)	-4	9	-2	2	-6	-3.2	12	-6	-4.1
CCCC[N+]12CCC(CC1)C(C(=O)c1cccs1)C2 (configuration not stated)	0	7	-6	0	-7	0.1	4	1	-3.3
CC(=O)N(C)CC#CCN1CCC(O)CC1	-4	x	x	1	x	x	-1	-16	x
CC(=O)Nc1ccccc1C(=O)OCc1ccccc1F	-2	46	2	-1	8	0.0	1	14	-1.4
CC1CCC(NCCc2ccc3c(c2)OCO3)CC1 (configuration not stated)	0	7	-4	1	-1	-4.5	8	6	-1.7
Cc1ccc(Oc2cc(NN3CCCCC3)c([N+](=O)[O-])cc2[N+](=O)[O-])c([N+](=O)[O-])c1	-1	21	1	6	0	-3.1	-1	-3	-1.1
Next structures.
SMILES	GalR3 antag	SUMO HTRF inh	pCIP destab	IDE cell activ	NS3 helicase inh	IMP-1 inhibitor	IDE cell inh	CRFBP-R2 block	VIM-2 inhibitor
COc1ccc(N2C(=O)/C(=C/c3ccc(C)o3)C(=O)NC2=S)c(OC)c1	-8	4	-1	4	30	2.0	8	10	-2.5
CC(=NCCN1CCOCC1)c1c(O)n(-c2ccccc2C)c(=O)[nH]c1=O	-3	6	-1	7	-2	0.0	3	-1	-0.6
Cc1ccc2cc(C=C(C#N)C#N)c(Cl)nc2c1	-10	11	-2	-6	-2	-3.6	6	-31	-2.4
Nc1cc(N2CCNCC2)c([N+](=O)[O-])cc1Cl	-1	13	-10	1	0	-0.6	1	29	-2.2
Cc1ccc(N2Cc3ccccc3C2=N)cc1[N+](=O)[O-]	-3	2	-20	-3	1	-2.8	2	-1	-3.8
COc1cc(OC)c(OC)cc1CNCCc1ccc(OC)c(OC)c1	-6	1	-4	-1	2	-3.0	4	8	-3.4
CCN(CC)Cc1c[nH]c2ccccc12	-2	10	2	4	-1	-3.4	-8	18	-0.4
C=CCOC(=O)C1=C(C)OC(N)=C(C#N)C12C(=O)N(CN1CCOCC1)c1ccccc12 (configuration not stated)	-1	4	-8	0	7	-0.3	-8	-5	1.0
Cc1ccc(S(=O)(=O)NCCC(=O)Nc2ccc(Cl)cc2C(=O)c2ccccc2)cc1	0	-22	-6	4	-7	-2.8	2	-19	-3.4

Only part of the results is shown, so the mix of outcomes need not match the whole.
